# PME-1 primary: blocks human protein phosphatase methylesterase 1 | inhibition, % at 5.9 µM | 0.53% of 320,000 active | recombinant PME-1, FP-Rh probe fluorescence polarization;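 active = inhibition above the campaign mean of all compounds plus 3 SD, cut at about 26% in these data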;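 note: competitive labeling of PME-1 active site by serine hydrolase directed probe; 0% = PME-1 with DMSO and 100% = wells lacking PME-1 enzyme; inhibitors block probe labeling so polarization falls and inhibition rises; many of its hits are not listed in these tables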
# PAFAH2 FP inh: PAFAH2 (human) inhibition; Q99487; recombinant PAFAH2, FP-rhodamine activity probe, fluorescence polarization; inhibition, % at 3.39 µM; 0.99% of 340,000 active;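 active = inhibition above the mean over all tested compounds plus 3 SD, cut at about 30% in these data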;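 note: inhibitors block probe labeling of enzyme so polarization drops; 0% = enzyme with DMSO and 100% = wells lacking PAFAH2 protein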
# PAD4 inh: inhibitors of human PAD4; Q9UM07; recombinant PAD4, RCA probe fluorescence polarization; inhibition, % at 6.36 µM; 0.41% of 330,000 active;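 active = percent inhibition above a cutoff equal to the mean of all tested compounds plus 3 SD, cut at about 15% in these data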;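 note: 0% = PAD4 with RCA probe and DMSO and 100% = probe without PAD4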
# GSTO1 inh: GSTO1 inhibition, counter-screen for RBBP9 inhibitors. recombinant GSTO1, activity-based probe fluorescence polarization. inhibition, % at 5.96 µM. 1.1% of 300,000 active. AID 1974;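 active = inhibition above the campaign mean inhibition plus 3 SD, cut at about 35% in these data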;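 note: 0% = GSTO1-1 with DMSO and 100% = wells lacking GSTO1-1 enzyme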
# Target sequence (P78417 whole entry, looked up): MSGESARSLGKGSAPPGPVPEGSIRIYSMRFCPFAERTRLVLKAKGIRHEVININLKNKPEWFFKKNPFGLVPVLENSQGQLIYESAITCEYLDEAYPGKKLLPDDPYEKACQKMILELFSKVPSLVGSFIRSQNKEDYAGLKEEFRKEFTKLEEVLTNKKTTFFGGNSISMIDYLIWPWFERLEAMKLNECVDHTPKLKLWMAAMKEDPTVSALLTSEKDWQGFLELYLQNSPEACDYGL
# PAFAH1B2 FP inh: inhibitors of human PAFAH1B2; P68402; recombinant PAFAH1B2, FP-rhodamine activity probe, fluorescence polarization; inhibition, % at 3.39 µM; 1.2% of 340,000 active; AID 492953;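 active = inhibition above the mean of all tested compounds plus 3 SD, cut at about 24% in these data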;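 note: 0% = enzyme with DMSO and 100% = wells lacking PAFAH1B2; many of its hits are not listed in these tables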
# Target sequence (P68402 whole entry, looked up): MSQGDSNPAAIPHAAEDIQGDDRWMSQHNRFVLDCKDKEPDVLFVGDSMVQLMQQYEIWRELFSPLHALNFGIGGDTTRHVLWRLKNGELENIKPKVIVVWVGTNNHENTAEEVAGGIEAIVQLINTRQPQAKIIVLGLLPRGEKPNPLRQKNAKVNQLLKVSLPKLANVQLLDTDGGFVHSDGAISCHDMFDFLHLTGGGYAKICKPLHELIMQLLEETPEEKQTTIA
# Fam108B counter: Fam108B inhibition, counter-screen for RBBP9 inhibitors | recombinant Fam108B, FP-Rh probe fluorescence polarization | inhibition, % at 9.51 µM | 0.33% of 300,000 active | AID 1947;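 active = inhibition above the screen mean inhibition plus 3 SD, computed separately per campaign, cut at about 18% in these data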;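 note: inhibitors lower polarization as less probe binds the enzyme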
# pPAFAH inh: pPAFAH (human) enzyme inhibition. recombinant pPAFAH, FP-rhodamine probe fluorescence polarization. inhibition, % at 3.39 µM. 1.5% of 330,000 active. AID 463082;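 active = inhibition above the mean inhibition across the screen plus 3 SD, cut at about 25% in these data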;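 note: inhibitors block binding of the rhodamine activity-based probe so polarization drops; 0% = enzyme with DMSO and 100% = wells lacking pPAFAH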
# LYPLA1 counter: counter-screen for PME1 inhibitors: inhibitors of human LYPLA1; AID 2174; recombinant LYPLA1, FP-Rh probe fluorescence polarization; inhibition, % at 5.9 µM; 0.16% of 320,000 active;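 active = inhibition above the mean of all tested compounds plus 3 SD, set per campaign, cut at about 14% in these data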;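 note: inhibitors block serine hydrolase probe labeling of LYPLA1 so polarization falls; 0% = enzyme with DMSO and 100% = wells lacking LYPLA1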
# Target sequence (O75608 whole entry, looked up): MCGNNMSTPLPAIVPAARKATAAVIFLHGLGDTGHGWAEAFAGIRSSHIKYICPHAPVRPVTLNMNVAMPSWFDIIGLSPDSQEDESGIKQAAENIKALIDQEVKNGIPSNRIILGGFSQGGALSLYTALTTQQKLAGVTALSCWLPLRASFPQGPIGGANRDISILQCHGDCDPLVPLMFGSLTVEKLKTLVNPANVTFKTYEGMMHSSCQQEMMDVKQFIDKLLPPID
# PAFAH1B3 inh: blocks human PAF acetylhydrolase 1B catalytic subunit 3; AID 492972; inhibition, % at 3.39 µM; recombinant PAFAH1B3, FP-rhodamine probe, fluorescence polarization; 0.28% of 340,000 active;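 active = inhibition above the screen-wide average of all tested compounds plus 3 SD, cut at about 25% in these data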;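 note: 0% = enzyme with DMSO only and 100% = wells lacking PAFAH1B3 protein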
# Target sequence (Q15102 whole entry, looked up): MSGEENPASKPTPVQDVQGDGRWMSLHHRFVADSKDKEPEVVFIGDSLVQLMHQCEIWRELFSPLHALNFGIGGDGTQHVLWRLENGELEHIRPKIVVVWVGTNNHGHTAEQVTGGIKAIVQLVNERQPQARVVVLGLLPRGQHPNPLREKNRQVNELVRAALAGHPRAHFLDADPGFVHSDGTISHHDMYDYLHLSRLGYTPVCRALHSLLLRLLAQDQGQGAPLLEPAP
# An asterisk follows results filed as active; / = no result given. The list is partial, so the mix of outcomes need not match the whole.
SMILES,PME-1 primary,PAFAH2 FP inh,PAD4 inh,GSTO1 inh,PAFAH1B2 FP inh,Fam108B counter,pPAFAH inh,LYPLA1 counter,PAFAH1B3 inh
COC(CSc1ncnc2c1oc1nc3c(cc12)COC(C)(C)C3)OC,-2,15,0,-11,10,1,2,3,9
C[C@]12CS(=O)(=O)C[C@H]1SC(=S)N2c1ccccc1,-4,-8,-2,-4,-4,-2,2,-2,2
Cc1ccc(-c2nn3c(C)nnc3s2)cc1NC(=O)COc1ccc(Cl)cc1,1,-10,1,-1,9,-2,0,1,7
O=C(c1ccco1)N1CCN(C(=O)C2CCN(S(=O)(=O)c3cccc4nsnc34)CC2)CC1,2,4,2,1,-3,3,3,2,-1
CN1CCc2c(sc3nc(NN)n(-c4ccc(Cl)cc4)c(=O)c23)C1,1,4,-11,16,0,11,9,-5,4
CSc1nc(O)c(C(c2ccc(C)cc2)c2c(O)nc(SC)[nH]c2=O)c(=O)[nH]1,-1,-1,6,3,4,-2,4,0,-3
Cc1ccc(CN2CCN(Cc3cccc(OCCO)c3)CC2CCO)o1 (centres undefined),-1,3,-6,0,4,0,1,2,-7
CCCC(=O)Nc1ccc(C(=O)NCc2ccccn2)cc1,3,3,-5,0,2,-3,3,0,6
O=C(Nc1ccc(Cl)cn1)C1CCCN1S(=O)(=O)c1cccc2ccccc12 (centres undefined),-6,1,2,-4,2,-4,8,0,10
Cc1cccc(C)c1NC(=O)NC1(C(=O)N2CCCC2)CCCCC1,2,-1,1,-1,3,-2,6,2,-4
COc1ccc(-c2nnc(SCC(=O)c3ccc4c(c3)OCCO4)o2)cc1,-7,/,4,-1,/,0,1,-2,/
O=C(COC(=O)Cc1cccc(C(F)(F)F)c1)Nc1ccccc1,-2,6,8,-1,10,1,6,-3,8
O=C(c1cccc([N+](=O)[O-])c1)N1CCCC(C(=O)N2CCc3ccccc3C2)C1 (centres undefined),2,3,-4,1,5,-2,-1,4,7
CCCc1ccc(OC(=O)c2cccs2)cc1,0,12,1,5,3,-2,4,-1,9
CN(Cc1ccon1)C(=O)CC1C(=O)NCCN1Cc1cccc(Oc2ccccc2)c1 (centres undefined),-1,-14,-3,15,0,2,3,0,12

# In another format: 7 of the compounds above.
compound | PME-1 primary | PAFAH2 FP inh | PAD4 inh | GSTO1 inh | PAFAH1B2 FP inh | Fam108B counter | pPAFAH inh | LYPLA1 counter | PAFAH1B3 inh
O=C(c1ccco1)N1CCN(C(=O)C2CCN(S(=O)(=O)c3cccc4nsnc34)CC2)CC1 | 2 | 4 | 2 | 1 | -3 | 3 | 3 | 2 | -1
CN(Cc1ccon1)C(=O)CC1C(=O)NCCN1Cc1cccc(Oc2ccccc2)c1 (centres undefined) | -1 | -14 | -3 | 15 | 0 | 2 | 3 | 0 | 12
COc1ccc(-c2nnc(SCC(=O)c3ccc4c(c3)OCCO4)o2)cc1 | -7 | / | 4 | -1 | / | 0 | 1 | -2 | /
Cc1cccc(C)c1NC(=O)NC1(C(=O)N2CCCC2)CCCCC1 | 2 | -1 | 1 | -1 | 3 | -2 | 6 | 2 | -4
COC(CSc1ncnc2c1oc1nc3c(cc12)COC(C)(C)C3)OC | -2 | 15 | 0 | -11 | 10 | 1 | 2 | 3 | 9
C[C@]12CS(=O)(=O)C[C@H]1SC(=S)N2c1ccccc1 | -4 | -8 | -2 | -4 | -4 | -2 | 2 | -2 | 2
O=C(COC(=O)Cc1cccc(C(F)(F)F)c1)Nc1ccccc1 | -2 | 6 | 8 | -1 | 10 | 1 | 6 | -3 | 8

# (further entries)
SMILES,PME-1 primary,PAFAH2 FP inh,PAD4 inh,GSTO1 inh,PAFAH1B2 FP inh,Fam108B counter,pPAFAH inh,LYPLA1 counter,PAFAH1B3 inh
Cc1ccc(C)n1-c1nn(S(=O)(=O)c2cccc(C(F)(F)F)c2)c2cccc(F)c12,12,/,3,5,/,2,0,-2,/
Cc1ccccc1C(=O)N1CCN(c2ccc(NC(=O)c3ccc4c(c3)OCO4)cc2)CC1,2,4,-4,-6,0,4,3,3,15
CCCCn1c(SCC(=O)c2ccc3c(c2)OCCO3)nnc1-c1ccoc1C,-3,7,0,-1,5,0,7,-2,3
O=C(NC12CC3CC(CC(C3)C1)C2)N1CC2Cc3cccc(=O)n3C(C2)C1 (centres undefined),-3,-1,2,-3,-3,4,-2,-1,3
C=CC[C@@H](CC(=O)NCCO)C(=O)N[C@@H](COC(=O)[C@@H](CC=C)Cc1ccc(F)cc1)Cc1ccccc1,/,17,5,/,6,/,3,/,7
CCOc1ccc(CC(=O)NCCc2cnc[nH]2)cc1,2,2,2,0,1,-3,2,3,8
O=C(c1ccco1)N1CCC(c2nc3c(nnn3Cc3c(Cl)cccc3Cl)c(=O)[nH]2)CC1,-2,6,-3,-3,3,1,6,2,-5
COc1cc(C2NC(=O)NC(C)=C2C(=O)OCC2CCCCC2)ccc1O (centres undefined),-1,0,4,-5,5,-1,-4,4,7
O=C(NCc1ccccc1F)C1CCC(=O)N(Cc2ccc(Cl)cc2)C1 (centres undefined),-6,-2,2,5,3,3,6,-4,0
O=C(N/N=C/c1cccn1-c1ccc(O)cc1)c1cccc2ccccc12,-13,-11,-5,-3,0,-5,2,-4,-6
C[C@@H](NC(=O)C(=O)c1c[nH]c2ccccc12)c1ccccc1,5,-6,4,-3,5,-3,1,2,3
C[C@H]1CN([C@@H](C)CO)C(=O)c2cccc(NC(=O)c3nc4ccccc4s3)c2O[C@H]1CN(C)C(=O)Nc1ccc(F)cc1,/,3,2,/,7,/,-1,/,-8
COc1ccc(NC(=O)C2=C(C)Nc3nc(CCCO)nn3C2c2ccc(OC)c(OC)c2)cc1 (centres undefined),4,-8,4,-4,2,7,0,-1,0
N#C/C(=C/c1ccc(O)c([N+](=O)[O-])c1)C(=O)Nc1ccccc1,-2,14,4,10,2,8,-2,3,10
N#Cc1cc(-c2ccccc2)c[nH]c1=O,-6,-11,-2,15,2,3,2,4,8
COC(=O)/C(=C\Nc1ccccc1N)c1ncc(C(F)(F)F)cc1Cl,-4,11,2,4,8,3,4,-2,6
O=[N+]([O-])c1cc(/C=N\Nc2ccccn2)ccc1Cl,5,3,1,-1,4,1,-1,-6,7
CC(C)C(NC=C1C(=O)OC(C)(C)OC1=O)C(=O)O (centres undefined),-5,10,0,0,-1,-1,1,-1,13
COc1ccc(N(CC(=O)N2CCC(Cc3ccccc3)CC2)S(C)(=O)=O)cc1,-4,4,-1,6,-1,-4,6,-2,-3
O=C(Cn1cc(S(=O)(=O)N2CCN(c3ccccc3F)CC2)c2ccccc2c1=O)NCCCN1CCCCCC1,-7,4,-3,2,-4,-2,5,3,0
COc1cccc(C(=O)Nc2ccc(NC(=O)C3CC3)nc2)c1,-12,14,5,-2,3,2,-3,-2,-6
CC(c1ccccc1)n1cnc2ccccc21 (centres undefined),2,5,5,7,8,5,4,-2,-5
C=CCn1c(C)cc(C(=O)COC(=O)COc2ccccc2C#N)c1C,0,-2,-4,13,1,3,9,1,11
O/N=C/c1cc(Br)cc(Br)c1OCc1ccccc1,-11,-4,-3,4,-5,-5,-2,-6,-2
CN1CCN(C(=O)CCCOc2ccc(Cl)cc2Cl)CC1,-6,-5,-9,4,0,-4,3,-5,8
CCN1C(=O)C(CC(=O)Nc2cc(C)ccc2C)SC1=Nc1ccc(S(N)(=O)=O)cc1 (centres undefined),1,8,2,3,4,-1,4,-4,11
OC(c1cccnc1)c1cccs1 (centres undefined),1,6,4,3,4,2,-3,4,10
COc1ccc(C2=Nn3c(nnc3-c3ccncc3)SC2)cc1,-1,-2,1,-7,3,-2,-2,2,-2
CN(C(=S)NC(=O)C12CC3CC(CC(C3)C1)C2)c1ccc(O)cc1,/,3,24*,/,8,/,16,/,13
CCc1noc(C)c1C(=O)N1CCCC(CCC(=O)NCc2cccc(OC)c2)C1 (centres undefined),2,13,-7,4,5,-1,5,3,5
O=C(N/N=C/c1ccc(Br)s1)c1ccc([N+](=O)[O-])cc1,-3,-16,-1,1,-2,-16,-2,-2,-4
CN1C(C(=O)c2ccccc2)=C(N)c2ccccc2S1(=O)=O,4,-3,-4,9,10,-6,0,4,12
NC(=O)c1nsc(C(=O)N(c2cccc(F)c2)C(C(=O)NC2CCCC2)c2ccc(O)cc2)c1N (centres undefined),-5,-11,-4,9,3,-3,-5,2,-3
O=C(CCc1ccccc1)Nc1ccc2c(c1)OCO2,-3,-2,4,0,2,4,4,0,0
CN(C)CCCN(C(=O)c1cc2ccccc2oc1=O)c1nc2ccc(F)cc2s1,-7,0,4,-2,-1,-5,4,-4,3
CSC1=NSC2=NC(=O)/C(=C\c3cccs3)C(=N)N12,2,-4,-4,-10,-1,7,4,-5,3
Cc1ccnc(NS(=O)(=O)c2ccc(NC(=O)CN3C(=O)c4ccccc4S3(=O)=O)cc2)n1,-3,-1,2,1,1,-1,-3,4,6
CCc1c(C)sc(NC(=O)c2cc(C(C)C)on2)c1C#N,6,12,-1,-1,7,3,5,-1,6
CN(Cc1ccccc1)S(=O)(=O)c1cc2c3c(c1)CCN3C(=O)CC2,9,-1,2,0,2,1,6,0,-5
CCOC(=O)C(C(=O)OCC)C(C#N)c1ccccc1 (centres undefined),-6,-8,3,-4,-3,2,4,1,12
CCC(=O)N/N=c1/sc2ccccc2n1C,3,3,-1,8,2,-2,3,3,3
CCC(=O)c1ccc(Oc2nc3c(c(=O)n(C)c(=O)n3C)n2CC)cc1,-4,-3,1,-1,-4,-2,3,-1,4
CCOC(=O)COn1c(=O)c(-c2cccs2)[n+]([O-])c2ccccc21,10,8,-7,2,7,0,11,-1,7
O=S1(=O)C=C(Sc2nc3ccccc3s2)c2ccccc21,-13,/,2,-10,/,-8,1,-8,/
CCc1noc(C)c1C(=O)N1CCN(S(=O)(=O)c2ccc(C)cc2)CC1,-6,-7,4,-4,5,2,0,0,1
COc1ccc(CC(=O)Nc2c3c(nn2-c2cccc(Cl)c2)CS(=O)C3)cc1 (centres undefined),-4,14,3,10,-1,1,-2,-5,-5
Cc1noc2ncnc(Oc3ccccc3)c12,-2,2,2,-1,2,-3,5,-3,10
Cc1ccccc1CC(=O)c1ccc(O)c(C)c1O,4,2,3,-1,3,-1,-1,-2,2

# In the list so far, these contain a CF3 group:
SMILES,PME-1 primary,PAFAH2 FP inh,PAD4 inh,GSTO1 inh,PAFAH1B2 FP inh,Fam108B counter,pPAFAH inh,LYPLA1 counter,PAFAH1B3 inh
O=C(COC(=O)Cc1cccc(C(F)(F)F)c1)Nc1ccccc1,-2,6,8,-1,10,1,6,-3,8
Cc1ccc(C)n1-c1nn(S(=O)(=O)c2cccc(C(F)(F)F)c2)c2cccc(F)c12,12,/,3,5,/,2,0,-2,/
COC(=O)/C(=C\Nc1ccccc1N)c1ncc(C(F)(F)F)cc1Cl,-4,11,2,4,8,3,4,-2,6

# PAD4 inh: entries above that show a hit.
canonical_smiles | PME-1 primary | PAFAH2 FP inh | PAD4 inh | PAFAH1B2 FP inh | pPAFAH inh | PAFAH1B3 inh
CN(C(=S)NC(=O)C12CC3CC(CC(C3)C1)C2)c1ccc(O)cc1 | / | 3 | 24* | 8 | 16 | 13

# Screening results from PubChem.
